IDH1 R132H inh: human IDH1 R132H inhibition | O75874 | IDH1-R132H enzyme, NADPH consumption, diaphorase/resazurin fluorescence | Potency, µM (doses to about 76.6 µM), without a hit: at the top dose activity change, negative = inhibition, most hits filed as inhibitors | 390,000 compounds, 0.093% hits | AID 602179; also: potency is read from the fitted curve at half-maximal effect; % is scaled to controls: 0 for no effect and ±100 for the full control effect; nearly all actives have a fitted effect of over 65% in size
Target sequence (O75874 whole entry R132H, stated change not applied): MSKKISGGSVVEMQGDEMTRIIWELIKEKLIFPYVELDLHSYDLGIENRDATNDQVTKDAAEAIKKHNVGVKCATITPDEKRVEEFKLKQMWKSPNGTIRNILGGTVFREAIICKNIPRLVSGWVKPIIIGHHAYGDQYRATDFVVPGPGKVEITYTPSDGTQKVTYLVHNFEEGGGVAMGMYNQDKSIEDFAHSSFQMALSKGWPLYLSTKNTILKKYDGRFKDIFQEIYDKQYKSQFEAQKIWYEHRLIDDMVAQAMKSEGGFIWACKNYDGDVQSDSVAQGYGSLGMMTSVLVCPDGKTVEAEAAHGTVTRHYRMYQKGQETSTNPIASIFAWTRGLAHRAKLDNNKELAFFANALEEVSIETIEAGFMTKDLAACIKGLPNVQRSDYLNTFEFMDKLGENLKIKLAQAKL
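IDH1-R132H (0.5 ug/mL) preincubated 30 min with compound, then NADPH (0.016 mM) and alpha-KG (2 mM) added; 80 min at RT, pH 7.5. Remaining NADPH coupled via diaphorase/resazurin to fluorescence (540/590 nm); concentration-response curves normalized to no-enzyme control.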
TrxR1 substrate: is turned over as a substrate by rat TrxR1 | O89049 | purified TrxR1 substrate turnover, NADPH consumption readout | Potency, µM (top dose mostly 114 µM), without a hit: at the top dose activity change, negative = substrate turnover | 390,000 compounds, 0.01% hits; also: potency is read from the fitted curve at half-maximal effect; % is scaled to controls: 0 for no effect and ±100 for the full control effect; nearly all actives have a fitted effect of over 50% in size
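Rat TrxR1, dispensed at 90 nM, was prereduced with 400 uM NADPH (final) for 5 min at ~22 deg C, then incubated with compound 15 min before 400 uM selenite. A first-read NADPH fluorescence drop versus no-compound background flagged substrates.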
RXFP1 agonist: RXFP1 (human) receptor agonism. 370,000 compounds, 0.3% hits. HEK293T-RXFP1 cAMP TR-FRET, 30 min; response scale: percent of porcine relaxin response, buffer zero. Q9HBX9. Potency, µM (top dose mostly 57.5 µM), for inactives: top-dose activation, hits mostly activators; also: potency is read from the fitted curve at half-maximal effect; % is scaled to controls: 0 for no effect and ±100 for the full control effect; nearly all actives have a fitted effect of over 60% in size; many of its hits are not listed in these tables
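HEK293T cells stably expressing RXFP1 were pretreated with the PDE4 inhibitor Ro 20174, exposed to compounds for 30 min at 37C, lysed, and cAMP was read by TR-FRET. Data normalized to buffer (basal) and 29 nM porcine relaxin (100%).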
Glioma ERSR ind: ER stress response induction in glioma; Potency, µM, for inactives: top-dose activation, most hits filed as activators; U87-MG GRP78 promoter luciferase reporter, 16 h; 420,000 compounds, 0.02% hits; also: potency is read from the fitted curve at half-maximal effect; series mostly up to about 76 µM; % of control where 0% means no effect; nearly all actives have a fitted effect of over 35% in size
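ERSR induction read as luciferase luminescence (Bright-Glo, 10 min at room temperature) in stably transfected human U87-MG glioma cells exposed to compounds for 16 h, using GRP78 as sensor.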
Vif-A3G inh: blocks the Vif interaction with human APOBEC3G | Q9HC16 | Potency, µM (series often up to 46.1 µM), for the others: top-dose activity, negative = active, actives largely listed as inhibitors | AID 602310 | 410,000 compounds, 0.076% hits | HeLa A3G-eYFP + Vif (tagged APOBEC3G with the HIV-1 protein that degrades it), YFP fluorescence, overnight;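 also: potency is read from the fitted curve at half-maximal effect; % is scaled to controls: 0 for no effect and ±100 for the full control effect; nearly all actives have a fitted effect of over 60% in size; hits raise eYFP signal because A3G escapes Vif-driven loss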
Target sequence (Q9HC16 whole entry, looked up): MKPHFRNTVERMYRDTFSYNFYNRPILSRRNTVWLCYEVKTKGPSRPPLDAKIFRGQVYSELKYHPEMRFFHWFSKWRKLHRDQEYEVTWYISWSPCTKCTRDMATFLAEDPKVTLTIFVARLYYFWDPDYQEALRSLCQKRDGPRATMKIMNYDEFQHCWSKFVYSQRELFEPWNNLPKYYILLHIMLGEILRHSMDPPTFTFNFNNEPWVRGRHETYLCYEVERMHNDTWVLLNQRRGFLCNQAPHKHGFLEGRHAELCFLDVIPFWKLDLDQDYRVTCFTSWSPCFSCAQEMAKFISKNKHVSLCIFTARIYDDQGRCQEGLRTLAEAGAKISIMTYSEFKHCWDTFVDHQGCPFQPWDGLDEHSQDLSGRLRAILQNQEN
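HeLa cells stably expressing Vif and C-terminally eYFP-tagged A3G, seeded overnight at 37 deg C, then exposed to compound by pintool overnight at 37 deg C. Rise in yellow fluorescence (Ex 488/Em 500-530, Acumen) marks blocked Vif-driven A3G degradation.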
PI4K2A inh: PI4K2A (human) kinase inhibition. Q9BTU6. purified PI4K2A, ADP-Glo luminescence, 1 h; stronger effect = lower value. activity change, negative = inhibition, % at 76.9 µM. 420,000 compounds, 0.13% hits. AID 1346378; in the data active = activity change below about -50%; inconclusive = mostly about -30% to -49%;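 also: -100% = wells without enzyme as full effect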
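PI4K2A activity was measured by ADP-Glo luminescence: enzyme (4 ug/mL stock) and phosphatidylinositol (1.2 mM stock) in Tris pH 7.5/MgCl2/EGTA/Triton X-100 buffer were reacted with ATP (300 microM stock) for one hour at ambient temperature.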
LDHA block: inhibitors of human lactate dehydrogenase A; 480,000 compounds, 0.15% hits; activity change, % (values are at about 110 or 230 µM); AID 1347041; P00338; purified LDHA, NADH/diaphorase-resazurin fluorescence; stronger effect = lower value; in the data active = activity change below about -30%; inconclusive = mostly about -25% to -30%;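 also: plate controls were DMSO wells for no effect and wells without enzyme for full effect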
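LDH5 2 nM; NADH 0.06 mM, pyruvate 0.2 mM; 200 mM Tris pH 7.4, EDTA, Tween-20; 5 min RT. Detection: diaphorase 0.133 mg/mL + resazurin 37 µM, fluorescence ex540/em590 at 0 and 20 min; normalized to enzyme-free and DMSO wells.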
USP1-UAF1 inh: inhibitors of human USP1/UAF1 deubiquitinase; 390,000 compounds, 0.23% hits; recombinant USP1/UAF1, Ub-Rhodamine cleavage fluorescence; Potency, µM (highest dose often 57.1 µM), without a hit: at the highest dose activity change, negative = inhibition, actives largely listed as inhibitors; also: potency is read from the fitted curve at half-maximal effect; % is scaled to controls: 0 for no effect and ±100 for the full control effect; nearly all actives have a fitted effect of over 60% in size; inactives centre near -12
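High-throughput fluorogenic screen: 1nM USP1/UAF1 complex, Ub-Rho substrate 150nM final, 50mM HEPES pH 7.8 with 0.5mM EDTA, 0.1 mg/ml BSA, 1mM TCEP and 0.01% Tween-20.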
Vif-APOBEC3F blk: inhibitors of Vif-A3F interaction. Potency, µM (top dose mostly 46.1 µM), for the others: at the highest dose activity, negative = active. 390,000 compounds, 0.2% hits. HeLa A3F-eYFP + Vif (tagged APOBEC3F with the HIV-1 protein that degrades it), YFP fluorescence increase; also: potency is read from the fitted curve at half-maximal effect; % of control where 0% means no effect; nearly all actives have a fitted effect of over 65% in size
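HeLa cells stably expressing Vif plus C-terminally eYFP-tagged A3F were seeded, incubated overnight at 37 deg C, dosed with compound, incubated overnight again at 37 deg C. Yellow fluorescence (Ex 488/Em 500-530) reported blocked Vif-mediated A3F-eYFP degradation.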
Active calls of the source: *; u = inconclusive; x = not tested or not shown; & = joins results of further samples; [ ] = dose if it differs, or a comment. Unless noted, calls follow the shape of the dose curve; as a rule, active = well fitted curve in the direction sought with a large enough effect; inconclusive = small, poorly fitted or top-dose-only effect, or another doubt; inactive = no such curve, though single readings can be large; an effect the other way counts as inactive or inconclusive.

Every second line gives: Glioma ERSR ind	IDH1 R132H inh	PI4K2A inh	Vif-A3G inh	TrxR1 substrate	RXFP1 agonist	Vif-APOBEC3F blk	USP1-UAF1 inh	LDHA block
> Cc1ccc(S(=O)(=O)N2C[C@H]3C(=O)C[C@@H](c4ccccc4F)N(S(=O)(=O)c4ccc(C)cc4)[C@H]3C[C@H]2c2cccc3ccccc23)cc1
    -1.9%	3.4%	6.0	-3.0%	x	x	-1.2%	-18.7%	-5.2
> O=C(c1cc2ccccc2o1)N1CCN(c2ccccc2Cl)CC1
    -5.7%	-0.8%	-4.7	1.1%	-7.6%[57.1 µM]	0.2%	-3.0%	-0.6%	-5.0
> CCN(CC)C(=O)c1c(NC(=O)c2ccccc2F)sc2c1CCC(C(C)(C)C)C2 (configuration not stated)
    0.9%	-15.3%	0.3	0.8%	8.1%	0.2%	-0.9%	-19.8%	2.5
> O=C(CCSc1ccc(F)cc1)NNC(=O)c1ccc([N+](=O)[O-])cc1
    -0.7%	-9.7%	-0.8	-0.5%	2.4%	-0.1%	-17.8%	-1.7%	-4.9
> Cc1ccc(-n2c3nc(=O)n(C)c(=O)c-3cc3ccccc32)c(C)c1
    -1.6%	-4.0%	1.8	3.7%	88.1%[activator]	-0.4%	-11.1%	-3.7%	-2.4
> Cc1ccc(CN(C)CCc2ccccn2)cc1
    -3.4%	3.6%	7.3	4.8%	1.0%	3.5%	-0.2%	-7.1%	-19.6
> O=C(/C=C\c1ccco1)Nc1ccc(N2CCN(C(=O)c3ccccc3)CC2)cc1
    -7.0%	1.0%	-4.0	-11.4%	-4.6%	-0.1%	-2.7%	-8.9%	-5.6
> O=C1N=c2ccccc2=C1c1sc(Nc2ccc(O)cc2)nc1O
    1.4%	7.2%	-64.7*	-2.2%	-21.5%[57.1 µM]	-2.4%	0.7%	-18.3%	u
> COc1ccc2cc(C#N)c(SCC(=O)OCc3ccccc3)nc2c1
    -1.2%	x	x	-1.7%	18.6%	x	x	x	-1.3
> O=C(CNC(=O)c1cccs1)N=Nc1c(O)[nH]c2ccc([N+](=O)[O-])cc12
    -2.1%	0.2%	6.1	1.2%	-12.1%	-0.5%	6.2%	-23.8%	4.3
> NC(=O)c1ccc(NC(=O)c2ccc(CN3CCOCC3)cc2)cc1
    -1.9%	0.8%	-3.5	0.8%	4.8%	0.8%	-0.6%	-18.0%	-8.1
> CC(C)(C)NC(=O)[C@@H]1CN(Cc2cccnc2)CCN1C[C@@H](O)C[C@@H](Cc1ccccc1)C(=O)N[C@H]1c2ccccc2C[C@H]1O
    -3.7%	4.0%	0.6&0.5	-0.7%	-5.0%	x	-1.7%	-13.7%	-8.8
> CC1(NC(=S)Nc2ccc(NC(=S)NC3(C)CCS(=O)(=O)C3)cc2)CCS(=O)(=O)C1 (configuration not stated)
    -2.2%	7.3%	-2.5	2.4%	-0.3%	-1.8%	-0.7%	-4.4%	-1.8
> O=C(Nc1cccc([N+](=O)[O-])c1)N(c1ccccc1)c1ccccc1
    1.7%	2.2%	0.4	0.4%	-13.6%	x	-7.7%	-2.7%	-5.8
> CCOC(=O)c1cc2c(c(CCO)n1)[C@@H](CCO)N(S(=O)C(C)(C)C)C2 (some centres not stated)
    -3.3%	12.0%	3.0	-0.4%	5.9%	x	5.1%	-25.0%	2.5
> Cc1cc(C(=O)Nc2ccc(N3CCOCC3)cc2)c2ccccc2n1
    2.8%	1.7%	5.7	-6.1%	-8.9%	-0.1%	3.5%	-21.9%	4.8
> CCCCn1c(N)c(N(CCOC)C(=O)C2CCCN(C(=O)c3ccc(Cl)cc3)C2)c(=O)[nH]c1=O (configuration not stated)
    -3.2%	9.7%	-1.1	0.7%	-2.5%[57.1 µM]	6.8%	-12.8%	-13.7%	-3.9
> COc1ccc(C2C(C(=O)N3CCN(c4ccc(OC)cc4)CC3)c3ccccc3C(=O)N2C)cc1 (configuration not stated)
    -2.6%	-4.2%	0.5	-18.4%	-0.8%[57.1 µM]	0.3%	0.2%	-5.0%	0.2
> Cc1cccn2c(=O)cc(COc3ccc(NC(=O)C(C)Oc4ccccc4)cc3)nc12 (configuration not stated)
    -3.1%	3.2%	2.7	-1.9%	6.1%[57.1 µM]	2.8%	0.7%	5.6%	0.4
> CCc1ccc(C2NC(c3ccc(CC)cc3)C([N+](=O)[O-])C(C)(C)C2[N+](=O)[O-])cc1 (configuration not stated)
    -2.1%	-10.4%	-1.9	-2.1%	0.2%	1.0%	2.6%	-11.8%	-3.6
> COCCNC(=O)CSc1nnc(-c2ccc(C)cc2)c(-c2ccc(C)cc2)n1
    1.8%	7.3%	-2.2	-1.0%	-13.0%[57.1 µM]	0.1%	12.3%	-11.5%	1.8
> O=C(NCCc1ccccc1)c1ccc2c(c1)N(Cc1ccccc1)C(=O)CS2=O (configuration not stated)
    -3.6%	1.1%	-0.7	0.1%	12.0%[57.1 µM]	0.8%	2.3%	-14.3%	-3.7&0.3
> CC1=C(C(=O)Nc2ccccc2)C(c2cccn2C)n2ncnc2N1 (configuration not stated)
    -3.2%	-10.6%	-5.3	-1.3%	3.8%[57.1 µM]	2.4%	1.2%	-25.5%	-1.9
> Cc1ccc(Cn2ccc(NC(=O)c3noc4c3CCCC4)n2)cc1
    8.1%	5.9%	2.6	0.0%	1.7%	-0.1%	1.8%	-9.7%	6.8
> CCOC(=O)C1CCN(C(=O)c2ccc3c(c2)OCCO3)CC1
    1.0%	-1.1%	-1.8	-0.3%	-0.1%	x	-0.2%	-22.3%	-15.6
> O=C(N/N=C/c1ccc(O)cc1)c1cc(-c2ccccc2)nc2ccccc12
    5.0%	24.3%	-15.3	u	2.4%	1.0%	-19.5%	-0.5%	-6.8
> CC(=O)C1CCC2C3CCC4CC(=O)CCC4(C)C3C=CC12C (configuration not stated)
    -5.2%	-0.7%	-6.1	1.8%	-7.4%	x	-7.6%	-10.5%	0.6
> COc1ccc2c(c1OC)C(=O)OC2Nc1ccc(S(=O)(=O)N=C(N)N)cc1 (configuration not stated)
    -1.8%	6.0%	3.3	-2.6%	-10.6%	1.6%	5.0%	-0.2%	-7.7
> COc1cccc(Nc2cc(-c3ccccc3)nc(C)n2)c1
    3.4%	-1.1%	-1.0	-5.6%	3.5%	-1.1%	-4.0%	u	5.2
> COc1ccc(S(=O)(=O)N2CCC3(CC2)CC(=O)c2ccccc2O3)cc1OC
    -3.3%	-2.3%	-0.8	0.7%	3.6%	0.4%	-0.1%	2.3%	-2.9
> Cc1ccc(Nc2c(-c3cccc(Cl)c3)nc3cccc(C)n23)cc1
    -1.7%	0.0%	3.6	-2.3%	31.7%[activator]	3.2%	-4.9%	-11.1%	-2.4
> COC(=O)c1ccc2c(c1)c(-c1ccccc1)c(-c1ccccc1)n2C
    -1.9%	2.3%	0.1	6.0%	165.2%[activator]	x	1.3%	u	0.5
> Cc1cc(C)cc(-c2nnc(SCC(=O)c3c(N)n(C4CC4)c(=O)[nH]c3=O)o2)c1
    -4.6%	-15.5%	-4.5	-0.3%	0.7%	0.4%	-7.2%	-16.8%	-7.7
> CC(=O)N(C)Cc1ccc(C(=O)CSc2nnc(C3CC3)n2C2CC2)cc1
    0.2%	0.6%	-1.1	-1.7%	-9.0%	3.7%	-1.0%	-6.3%	-10.1
> O=[N+]([O-])c1cccc(S(=O)(=O)N2CCN(c3ccccn3)CC2)c1
    4.8%	-1.5%	4.8	-1.2%	3.5%	0.1%	5.2%	-4.8%	-11.0
> COC(=O)c1c(NC(=O)Nc2ccc(Cl)cc2)sc(C)c1C
    -3.3%&-3.9%	24.4%&0.2%	-4.2&-2.0	-4.7%&-1.2%	11.4%	16.3%&24.0%	-5.9%&-1.6%	-9.8%&-12.5%	-10.0&-2.9
> N#CC1(Cc2ccc(Cl)cc2)c2ccccc2C=CN1C(=O)c1ccccc1 (configuration not stated)
    -3.1%	9.6%	5.5	2.4%	9.7%[57.1 µM]	0.1%	-4.4%	-12.2%	-4.7
> CCCCNc1nnc(SCC(=O)c2c(N)n(C3CC3)c(=O)[nH]c2=O)s1
    -4.9%	4.2%	1.0	1.7%	1.7%	x	2.6%	-22.3%	-1.8
> COC(=O)N(C)C[C@@H]1OCc2cnnn2CCCC(=O)N([C@@H](C)CO)C[C@@H]1C
    -6.7%	-3.0%	-1.0	6.8%	x	x	-7.8%	0.1%	-11.1
> O=C(COc1ccccc1Cl)Nc1cc(NC(=O)COc2ccccc2Cl)cc(C(=O)O)c1
    -6.7%	2.6%	2.1	-1.5%	7.6%[57.1 µM]	2.9%	1.2%	-12.4%	-10.2
> COc1ccc2[nH]cc(CCNC(=O)C3CCCCC3)c2c1
    -0.2%	-8.7%	-6.5	-4.4%	3.1%	1.0%	1.4%	0.7%	-15.9
> Cc1[nH]ncc1Nc1c(C(C)C)cccc1C(C)C
    -2.8%	x	-8.6	-6.6%	x	x	x	x	-6.4

High-throughput results: PubChem, National Center for Advancing Translational Sciences (NCATS)

A portion of the library; rates above refer to the full screens.
